Source: PubChem (NCI)
All columns: NCI-60 one-dose screen, growth in % after 48 h at 10 µM unless noted; 100 = growth as untreated, 0 = no growth, -100 = all killed.
UACC-257: UACC-257 melanoma; actives 4.4% (n = 78,000)
M14: M14 melanoma. actives 6.2% (n = 80,000)
EKVX: EKVX NSCLC | AID 1794765 | actives 3% (n = 71,000)
HOP-92: HOP-92 NSCLC cells. actives 6.3% (n = 71,000)
A549/ATCC: A549/ATCC NSCLC; AID 1794740; actives 3.7% (n = 81,000)
UACC-62: UACC-62 melanoma; actives 5.4% (n = 81,000)
SK-MEL-5: SK-MEL-5 melanoma; actives 6.4% (n = 80,000)
SK-MEL-28: SK-MEL-28 melanoma. actives 4.1% (n = 81,000)
Numbers without * were called inactive; nt = not tested or not shown; & = joins results of further samples; [ ] = remark or other dose. Rule for the calls: active = growth percent below 10; inactive = the rest. No enrichment for hits; any-hit rate near 9.8%.

| SMILES | UACC-257 | M14 | EKVX | HOP-92 | A549/ATCC | UACC-62 | SK-MEL-5 | SK-MEL-28 |
| --- | --- | --- | --- | --- | --- | --- | --- | --- |
| Cc1ccc2[nH]c(=O)c3c(c2c1)Oc1ncn2nc(-c4ccco4)nc2c1C3c1ccc(Cl)cc1 (stereo not drawn) | 96 | 100 | 91 | 78 | 97 | 101 | 99 | 103 |
| CC(=O)Oc1ccc(Cl)cc1Cl | 100 | nt | nt | 95 | 96 | 95 | 98 | 99 |
| CCOc1ccc2nc3cc(N)ccc3c(N)c2c1 | 67&62 | 76&90 | 80&57 | 58 | 77&78 | 74 | 43 | 90&76 |
| CCCCNC(=O)NS(=O)(=O)c1ccc(N2N=C(c3ccc(Oc4ccccc4)cc3)CCC2=O)cc1 | 109 | 104 | nt | 98 | 102 | 104 | nt | 108 |
| Cc1cc(C)n(C(=O)CC#N)n1 | 103 | 104 | 111 | 115 | 102 | 105 | 112 | 116 |
| C=C(c1ccc(C(=O)O)cc1)c1cc2c(cc1C)C(C)(C)CCC2(C)C | 90&95 | 75&87 | 57&57 | 68 | 31&52 | 59&74 | 77&83 | 73&137 |
| CC(C)C(NS(=O)(=O)c1ccc(N=Nc2ccc(N(C)C)cc2)cc1)C(=O)NCCOCCOCC(=O)NC(CCCCNC(=O)C(CCCCNC(=O)CCNC1CCCCC1OC1NCC(C(F)(F)F)CC1Cl)NC(=O)COCCOCCNC(=O)C1CCC(N2CCN(CC3CCC(Cl)CC3)CC2)C([N+](=O)[O-])C1)C(=O)NCCOCCOCC(=O)NC(CCCCNC(=O)CN1CCN(CC(=O)O)CCN(CC(=O)O)CCN(CC(=O)O)CC1)C(=O)O (stereo not drawn) | 93 | 97 | 98 | 92 | 98 | 91 | 98 | 100 |
| NC1=C(Cl)C(=O)c2ccccc2C1=O | 57 | 29 | 107 | 97 | 45 | -41* | -81* | 105 |
| O=[N+]([O-])c1ccc(I)c(CNCc2ccccc2)c1 | 100 | 93 | nt | nt | 106 | 97 | 96 | 100 |
| CN1C[C@H](C2CCCCC2)C(C(=O)C2CCCCC2)[C@]12C(=O)NC1CCCCC12 (stereo partly drawn) | 98[20 µM] | 93[20 µM] | 76[20 µM] | 82[20 µM] | 71[20 µM] | 83[20 µM] | 96[20 µM] | 107[20 µM] |
| c1coc(-c2cc3nc(N4CCOCC4)nc(-c4cccs4)n3n2)c1 | 106 | 82 | 83 | nt | 83 | 81 | 86 | 105 |
| COc1cc(OC)c2cc(C(=O)c3cccc4ccccc34)c(=O)oc2c1 | 102 | 85 | nt | nt | nt | 75 | nt | 92 |
| CCCCC(CC)CNC(=O)CI (stereo not drawn) | 97 | 101 | nt | 97 | 96 | 100 | 94 | 114 |
| N#CCCSC(=S)N1CCCCC1 | 76 | 103 | 105 | 87 | 81 | 96 | 98 | 110 |
| O=C(N/N=C/c1ccc(Cl)cc1Cl)c1ccccc1 | 90 | 100 | nt | 85 | 85 | 90 | 88 | 99 |
| CC(=O)C1CC(C#N)=C2C=Cc3c(ccc4ccccc34)N21 (stereo not drawn) | 86 | 78 | 52 | 83 | 81 | 80 | 72 | 99 |
| CCCSc1nc(N)nc2c1ncn2C1OC(CO)C(O)C1O (stereo not drawn) | 94 | 97 | 112 | 69 | 103 | 111 | 110 | 113 |
| CCOC(=O)C1=C(C)NC(C)=C(C(=O)OCC)C1c1ccccn1 | 101 | 98 | nt | 144 | 102 | 103 | 96 | 113 |
| NS(=O)(=O)c1ccc(N/C=C/C(=O)c2ccc(Cl)cc2)cc1 | 109 | 112 | 99 | 121 | 104 | 99 | 100 | 108 |
| CC(C)(C)c1cc(CC(Cc2cc(C(C)(C)C)cc(C(C)(C)C)c2)(C2=N[C@@H]3c4ccccc4C[C@@H]3O2)C2=N[C@H]3c4ccccc4C[C@H]3O2)cc(C(C)(C)C)c1 | 101 | 102 | 88 | 101 | 103 | 106 | 105 | 106 |
| COc1ccc(C2=NN3C(C2)c2cc(Cl)ccc2OC3c2ccncc2)cc1 (stereo not drawn) | 89 | 83 | 86 | 85 | 69 | 74 | 90 | 106 |
| Nc1nc(N)c2c(n1)NC(c1ccc(F)cc1)C1CCc3ccccc3C1=N2 (stereo not drawn) | 46 | 63 | 45 | 74 | 59 | 47 | 1.1* | 93 |
| Cc1c(Cl)cccc1C(=O)Nc1nc2c(s1)CN(C(=O)c1ccc(C(F)(F)F)cc1)CC2 | 64 | 10 | 49 | 36 | 26 | 38 | 8.0* | 59 |
| O=C1/C(=C/C=C/c2ccco2)SC(=S)N1Cc1ccccc1 | 92 | 92 | 98 | 87 | 94 | 82 | 99 | 101 |
| CC(=O)c1cnn(-c2cc(=O)[nH]c3ccc(Br)cc23)c1C | 95 | 110 | 46 | 75 | 94 | 80 | 88 | 107 |
| c1coc(-c2cc(-c3cc(-c4ccco4)on3)no2)c1 | 117 | 103 | 93 | 114 | 106 | 92 | 100 | 110 |
| COc1ccccc1N=C(N)Nc1ccccc1OC | 96 | 88 | 98 | 85 | 91 | 104 | 100 | 111 |
| CCOC(=O)CCC1=C(C)c2cc3cc(C)c(cc4cc(C)c(cc5nc(cc1n2)C(CCC(=O)OCC)=C5C)[nH]4)[nH]3 | nt | 110 | 90 | 100 | 93 | 95 | 104 | 93 |
| CN1C(=O)CSC1=S | 95 | 105 | 98 | nt | 105 | 101 | 107 | 117 |
| CCn1cc(-c2ccnc(NCCCNS(=O)(=O)c3ccc(Cl)cc3)c2)c(-c2cccc(OC)c2)n1 | 106 | 103 | 90 | 84 | 95 | 89 | 100 | 110 |

The last 5 compounds of the section above lead into the next:
| SMILES | UACC-257 | M14 | EKVX | HOP-92 | A549/ATCC | UACC-62 | SK-MEL-5 | SK-MEL-28 |
| --- | --- | --- | --- | --- | --- | --- | --- | --- |
| c1coc(-c2cc(-c3cc(-c4ccco4)on3)no2)c1 | 117 | 103 | 93 | 114 | 106 | 92 | 100 | 110 |
| COc1ccccc1N=C(N)Nc1ccccc1OC | 96 | 88 | 98 | 85 | 91 | 104 | 100 | 111 |
| CCOC(=O)CCC1=C(C)c2cc3cc(C)c(cc4cc(C)c(cc5nc(cc1n2)C(CCC(=O)OCC)=C5C)[nH]4)[nH]3 | nt | 110 | 90 | 100 | 93 | 95 | 104 | 93 |
| CN1C(=O)CSC1=S | 95 | 105 | 98 | nt | 105 | 101 | 107 | 117 |
| CCn1cc(-c2ccnc(NCCCNS(=O)(=O)c3ccc(Cl)cc3)c2)c(-c2cccc(OC)c2)n1 | 106 | 103 | 90 | 84 | 95 | 89 | 100 | 110 |
| O=C(CCc1ccccc1)c1ccccc1OCC(O)CN1CCCCC1 (stereo not drawn) | 101 | 99 | nt | 72 | 97 | 107 | 99 | 104 |
| NS(=O)(=O)c1ccc(-n2cc(CN3CCNCC3)nn2)cc1 | 111 | nt | 104 | 113 | 110 | 99 | 100 | 111 |
| CC(=O)C1C(C)CC2C3CCC4=CC(=O)CCC4(C)C3CCC21C (stereo not drawn) | 99 | 101 | 36 | 67 | 95 | 68 | 71 | 101 |
| Cc1nccc2c3ccc(OCc4cn(Cc5ccc(C#N)cc5)nn4)cc3n(CCCc3ccccc3)c12 | 98 | 94 | 62 | 63 | 70 | 96 | 58 | 105 |
| CCN(CC)S(=O)(=O)c1ccc(S(=O)(=O)N2CCC[C@@H](C(=O)N3CCOCC3)C2)cc1 | 69 | 86 | 57 | 85 | 79 | 62 | 28 | 97 |
| COC1=C[C@]23CCC(=O)N2CCc2cc4c(cc2[C@@H]3[C@@H]1OC(=O)[C@H](C)O)OCO4 | 28 | 10 | 43 | nt | 7.1* | 31 | -2.4* | 15 |
| NC(N)=NCCC[C@@H](NC(=O)[C@@H](Cc1ccccc1)NC(=O)Cc1ccc(Cl)cc1)C(=O)NCC(=O)NCc1cn(CCNC(=O)C23CC4CC(CC(C4)C2)C3)nn1 | 98 | 103 | 102 | 83 | 101 | 92 | 96 | 110 |
| Cc1cnnc(N)n1 | 119 | 111 | 108 | 90 | 109 | 100 | 112 | 120 |
| Cc1c[n+](=O)c2ccccc2n1[O-] | 101&108 | 111&102 | 96&99 | 99&93 | 94&95 | 99&101 | 98&102 | 108&105 |
| C[C@@H]1CC[C@@H]2[C@@H]1[C@H](OC(=O)c1ccc3ccccc3c1)[C@]1(C3CCCCC3)C[C@@H](OC(=O)CO)[C@@]2(C)O1 | 63 | 61 | 62 | 35 | 49 | 74 | 89 | 70 |
| O=C(O)c1ccc(-n2cc(CNc3ccc(Oc4ccccc4)cc3)c(-c3cc(C(F)(F)F)cc(C(F)(F)F)c3)n2)cc1 | 100 | 100 | 75 | nt | 82 | 89 | 97 | 98 |
| CCOC(=O)c1noc(-c2ccc(C)cc2)c1C(=O)c1ccc(C)cc1 | 90 | 92 | 96 | 67 | 87 | 80 | 101 | 106 |
| Nc1n[nH]c2cccc(C#Cc3cccc(NC(=O)c4cccc(OC(F)(F)F)c4)c3)c12 | 63 | 31 | 91 | -9.3* | 71 | 30 | 81 | 30 |
| CCC1CCc2nc3sc(C(=O)Nc4cccc(F)c4)c(N)c3cc2C1 (stereo not drawn) | 49 | 48 | nt | 61 | 66 | 39 | 42 | 60 |
| CNC(=O)c1cc(-c2ccc(NS(=O)(=O)c3ccc(F)cc3)cc2)nc2cccnc12 | 105 | nt | 71 | 74 | 93 | 95 | 59 | 109 |
| NN(c1ccccc1)c1ccccc1 | 105 | 97 | 93 | 88 | 94 | 86 | 74 | 108 |
| O=C(CN1C(=O)S/C(=C\c2ccccc2)C1=O)Nc1ncc(Cc2ccccc2)s1 | 96 | 89 | 107 | 95 | 98 | 88 | 99 | 105 |
| O=S(=O)(NCCCNc1cc(-c2cn(-c3ccccc3)nc2-c2ccccc2)ccn1)c1ccc(Cl)cc1 | nt | 68 | 49 | 31 | 64 | 76 | 39 | 86 |
| Nc1[nH]c(=O)[nH]c(=O)c1N | 98 | 101 | nt | 96 | 101 | 101 | 96 | 112 |
| COc1cc(/C=C/C(=O)c2c(C)[n+]([O-])c3ccccc3[n+]2[O-])ccc1O | 99 | 103 | 84 | 42 | 103 | 110 | 82 | 117 |
| COc1cc(-c2ccc(NC(=O)CSC(N)=O)c(OC)c2)ccc1NC(=O)CSC(N)=O | 91 | 55 | 97 | 96 | 85 | 59 | 87 | 97 |
| COc1cc([C@@H]2N=C(N)NC(C)=C2C(=O)Nc2nc(-c3ccc(Cl)cc3)cs2)ccc1O | 104 | 92 | 66 | 75 | 72 | 73 | 94 | 112 |
| COc1ccc(-c2c(N)n[nH]c2-c2ccccc2O)cc1 | 118 | 108 | 122 | 105 | 105 | 97 | 107 | 125 |
| Cc1nc(Nc2ccc(N)cc2)c2ccccc2n1 | 104 | nt | 101 | 109 | 103 | 99 | 92 | 114 |
| CCCCOC(=O)c1cccc(NC(=O)CN2CCOCC2)c1 | 106 | 84 | 93 | 68 | 80 | 102 | 109 | 105 |
| O=C(C[n+]1ccc2ccccc2c1)c1ccccc1 | 106&94 | 99&101 | 83 | 68 | 99&93 | 101&88 | 108&111 | 105&105 |
| O=c1c2ccccc2n(CC(O)CN2CCCC2)c2ccccc12 (stereo not drawn) | 125 | 108 | 105 | 95 | 115 | 99 | 113 | 112 |
| Cc1cc2c(cc1Cl)C(=O)/C(=C/c1ccc(F)cc1)O2 | 106 | 97 | 91 | 93 | 103 | 77 | 93 | 111 |
| c1cnc2n[nH]c(Nc3ncnc4c3sc3ncccc34)c2c1 | 90 | 97 | nt | nt | 87 | 87 | 102 | 99 |
| C/C(=N\Nc1ncnc2cc(Cl)ccc12)c1ccc(-n2cc[n+](C)c2)nc1 | 102 | 93 | 100 | 83 | 97 | 93 | 90 | 100 |

An excerpt from further up:
| SMILES | UACC-257 | M14 | EKVX | HOP-92 | A549/ATCC | UACC-62 | SK-MEL-5 | SK-MEL-28 |
| --- | --- | --- | --- | --- | --- | --- | --- | --- |
| c1cnc2n[nH]c(Nc3ncnc4c3sc3ncccc34)c2c1 | 90 | 97 | nt | nt | 87 | 87 | 102 | 99 |
| C/C(=N\Nc1ncnc2cc(Cl)ccc12)c1ccc(-n2cc[n+](C)c2)nc1 | 102 | 93 | 100 | 83 | 97 | 93 | 90 | 100 |

The results go on:
| SMILES | UACC-257 | M14 | EKVX | HOP-92 | A549/ATCC | UACC-62 | SK-MEL-5 | SK-MEL-28 |
| --- | --- | --- | --- | --- | --- | --- | --- | --- |
| Nc1ccc(S(=O)(=O)Nc2ccccn2)cc1 | 98&109 | 100 | 92&114 | 99 | 102&105 | 101 | 104&101 | 110&106 |
| Cc1nn(-c2ccccc2)c(N2CCOCC2)c1-c1nc2ccc(C(=O)NN=Cc3ccoc3)cc2[nH]1 | 109 | 103 | 105 | 100 | 102 | 91 | 101 | 111 |
| N#Cc1ccccc1-c1ccccc1C(=O)O | 98 | 94 | 93 | 85 | 94 | 103 | 99 | 111 |
| COc1cc(CNC(=O)[C@]23CCC(C)(C)CC2C2=CCC4[C@@]5(C)CCC(OC(C)=O)C(C)(C)C5CC[C@@]4(C)[C@]2(C)CC3)ccc1OCc1cn(-c2cccc([N+](=O)[O-])c2)nn1 (stereo partly drawn) | 81 | 89 | 87 | 95 | 81 | 73 | 89 | 109 |
| Ic1ncnc2nc[nH]c12 | 100 | 108 | 100 | 83 | 97 | 88 | 107 | 125 |
| CCCCC1(CC(=O)OCC)SCCN1C(N)=O (stereo not drawn) | 106 | 111 | nt | nt | 99 | 106 | 102 | 113 |
| O=C1NC(=O)/C(=C\c2cccc(Oc3ccccc3)c2)S1 | 107 | 93 | 93 | 59 | 100 | 89 | 98 | 104 |
| N#CC1=C(N)Oc2c(c(N)nn2-c2ccccc2)C1c1ccccc1 (stereo not drawn) | 104 | 102 | 99 | 88 | 98 | 84 | 100 | 101 |
| CCOC(=O)C1=C(C)NC(C)=C(C(=O)OCC)C1(C)C | 96 | 109 | 108 | 98 | 93 | 99 | 98 | 102 |
| COc1ccc(OC)c(/C=C2\N=C(c3ccccc3)N(c3ccc(-c4nc5ccc(C)cc5s4)cc3)C2=O)c1 | 66 | 73 | nt | 67 | 53 | 55 | 33 | 98 |
| CCOC(=O)CC(C#N)c1ccc([N+](=O)[O-])cc1 (stereo not drawn) | 103 | 109 | 97 | 96 | 102 | 93 | 100 | 114 |
